# Screening data from PubChem.
# CASP6 VEID inh = human caspase-6 inhibitors, primary screen, biochemical, VEID-R110 fluorescence, single point, set 2; 350,000 tested, 0.53% active; P55212; inhibition, % at 12.5 µM; purified caspase-6, Z-VEID-R110 cleavage fluorescence;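 active = mean inhibition across replicates at least about 35%, with every replicate also reaching that limit, limit read from the data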;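 also: 0% = median of neutral control wells and 100% = no fluorescence left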
# Target sequence (P55212 24-179 limits assumed): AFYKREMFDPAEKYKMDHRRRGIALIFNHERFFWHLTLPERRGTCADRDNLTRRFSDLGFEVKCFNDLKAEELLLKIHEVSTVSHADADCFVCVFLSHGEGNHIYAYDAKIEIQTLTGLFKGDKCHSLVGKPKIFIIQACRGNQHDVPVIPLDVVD
# Target sequence (P55212 194-293 limits assumed): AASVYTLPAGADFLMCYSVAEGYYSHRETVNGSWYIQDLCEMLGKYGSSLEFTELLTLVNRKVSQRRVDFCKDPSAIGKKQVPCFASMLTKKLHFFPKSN
# miR122 inh = miR-122 Renilla sensor signal increase in Huh7, primary screen, miR-122 inhibitor project, cell-based, single point, plate reader; Huh7 miR-122 Renilla luciferase sensor, 48 h; neutral wells = 0, positive control = 100; activation (reporter increase), % at 12.5 µM; 340,000 tested, 0.3% active;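 active = mean replicate activation score at least 90 and every replicate individually at or above 90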;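 also: higher luciferase means less miR-122 activity so hits act as miR-122 inhibitors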
# PAX8 inh HTS = inhibitors of PAX8-driven TPO luciferase reporter, primary screen, RMG-I cells, single concentration; 360,000 tested, 1.2% active; SteadyGlo, 24 h; inhibition, % at 12.6 µM; AID 652154, 2013;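 active = mean replicate inhibition at least 60% with every replicate also reaching 60%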;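 also: luciferase light reporting Pax8 driven TPO promoter activity; plate controls were median of neutral control wells for no effect and mitoxantrone controls for full effect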
# EWS-Fli block = EWS/Fli-driven NR0B1 reporter inhibitors, primary screen, A673 cells, NR0B1 luciferase, luminescence, MLPCN library | AID 651661, 2012 | inhibition, % at 12.6 µM | 350,000 tested, 0.67% active | viability-normalised;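 active = mean inhibition of at least 50% after viability correction, with every replicate also passing that limit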;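 also: firefly luciferase signal divided by Alamar Blue viability fluorescence both relative to DMSO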
# FN deposit inh = inhibitors of fibronectin matrix deposition, primary screen, AH1F cells, Alexa488-fibronectin fluorescence, plate reader; AH1F fibroblasts, overnight; inhibition, % at 12.6 µM; 350,000 tested, 0.086% active; AID 743247, 2014;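 active = mean inhibition across replicates of 30% or more, regardless of how many single replicates reach that level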;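 also: positive control wells lacked labelled fibronectin entirely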
#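 Material: AH1F fibroblasts assembling fluorescent fibronectin matrix; amount: 10000 AH1F cells/well; medium: DMEM, 2% serum; reagent: Alexa488-fibronectin, 24 nM final in well; dosing: single compound dose, delivered by pin transfer; incubation: 1 h adhesion, overnight exposure; detection: fluorescence after three HBSS washes, excitation 485 nm, emission 525 nm; measure: fibronectin deposition inhibition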
# LGR2 antag = inhibitors of bursicon-induced LGR2 CRE-luciferase signal, primary screen, cell-based, HEK293, CRE-luciferase reporter, bursicon stimulation; Drosophila bursicon receptor LGR2 (rickets); bursicon-stimulated, 4 h; inhibition, % at 9.99 µM; 380,000 tested, 0.35% active; AID 720647, 2013;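 active = drop in luminescence signal, shown as inhibition above about 50% in the replicate tests, limit read from the data, passing the limit was not always enough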;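 also: agonist challenge used bursicon conditioned medium at about half maximal strength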
# Cneo AK release = Cryptococcus neoformans cell lysis inducers, primary screen, AK release luminescence, single concentration | C. neoformans lysis, adenylate kinase release luminescence, 4 h; normalised: neutral wells 0, clomiphene wells 100 | 360,000 tested, 0.2% active | AID 651654, 2012 | lysis activity, % at 15 µM;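 active = mean lysis activity across replicates of at least 80%, whatever share of replicates individually reach that level; inactive = mean lysis activity below 80%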
#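 Assay system: C. neoformans cells. Amount: yeast cell density of 5 × 10^6 cells/mL. Technique: AK luminescence. Buffer or medium: YPD. Times: static 4 h at 37 °C with compound, 1 h detection. Dosing: single-point compound dose. Read-out: lysis from increased AK signal.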
# PGC1a acetyl inh = inhibitors of PGC1a acetylation signal, primary screen, cell-based, U2OS, AlphaScreen, inhibitor mode; AID 651687, 2012; inhibition, % at 15.6 µM; 350,000 tested, 0.17% active; AlphaScreen anti-acetyl-lysine; with virally co-expressed GCN5 acetyltransferase;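 active = every replicate shows inhibition of at least 40%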;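 also: 0% = neutral control wells and 100% = positive control wells; some results beyond the cut were filed as inactive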
# * hit, by the source's call; x = no result given; [ ] = dose if it differs, or a comment. An unsorted share of the library; overall some 2.5% were active at least once.
SMILES,CASP6 VEID inh,miR122 inh,PAX8 inh HTS,EWS-Fli block,FN deposit inh,LGR2 antag,Cneo AK release,PGC1a acetyl inh
Cc1ccc(S(=O)(=O)N2[C@@H](c3ccc(Cl)cc3)C(C(=O)O)=CC[C@H]2c2ccc(C(C)C)cc2)cc1,23,x,5,-21,0,13,-2,x
C[C@H]1CN([C@@H](C)CO)C(=O)c2cc(NC(=O)Cc3ccccc3)ccc2O[C@@H]1CN(C)C(=O)Nc1cccc2ccccc12,-6,90[16.7 µM],15,3,x,-5,-3,8
C[C@@H]1CCCCO[C@@H](CN(C)Cc2ccncc2)[C@@H](C)CN([C@H](C)CO)C(=O)c2cc(N(C)C)ccc2O1,x,3[16.7 µM],-9,-6,x,-19,x,-2
COCCNC(=O)COc1ccc(N(C)S(=O)(=O)c2ccc3ccccc3c2)cc1,1,4,-3,3,-2,0,-4,-12
C[C@H](CO)N1C[C@H](C)[C@H](CN(C)Cc2ccc(C(=O)O)cc2)Oc2c(NC(=O)c3nc4ccccc4s3)cccc2C1=O,1,1[16.7 µM],x,-26,6,12,0,5
NC(=O)c1cccc(S(=O)(=O)N2CCCCC2)c1,-2,-2,x,6,x,9,x,-4
COc1ccc(C2(C(=O)NCCCN3CCOCC3)CCOCC2)cc1,x,-7,x,x,2,x,2,-9
COc1cccc(S(=O)(=O)Nc2ccc3c(c2)[C@@H]2C[C@@H](CC(=O)N(C)C)O[C@H](CO)[C@@H]2O3)c1,2,5[16.7 µM],x,-4,-7,9,22,0
COc1ccc(C2CC(c3ccccc3)=NN2C(=O)COC(=O)c2cccc(N)c2)cc1 (stereo unspecified),1,-7,9,10,-5,-18,0,-9
Cc1[nH]n(-c2ccccc2)c(=O)c1N=Nc1ccccc1,2,x,-134,-86,4,-75,x,x
Cc1ccc(S(=O)(=O)N2C[C@H]3C(=O)C[C@@H](c4ccccc4)N(S(=O)(=O)c4ccc(C)cc4)[C@H]3C[C@H]2c2cccs2)cc1,0,2,29,3,9,10,0,0
C[C@@H]1CN([C@H](C)CO)C(=O)c2cc(NC(=O)Cc3ccccc3)ccc2O[C@H]1CN(C)CC1CCCCC1,1,-4[16.7 µM],-10,-2,-4,4,1,-9
CCCCc1ccc(NC(=O)C(=O)NCCN2CCN(C(=O)c3ccc([N+](=O)[O-])cc3)CC2)cc1,-1,x,-3,23,0,20,0,x
O=C(CCc1c[nH]c2ccccc12)N1CCN(S(=O)(=O)c2ccc([N+](=O)[O-])cc2)CC1,0,-4,18,8,1,12,1,0
CN(C)C(=O)C[C@H]1C=C[C@@H](NC(=O)Nc2cccc(F)c2)[C@H](CO)O1,-8,x,-6,-7,-9,12,47,x
CCNC(=O)C[C@@H]1CC[C@H]2[C@@H](COc3ccc(NC(=O)c4ccc(F)c(F)c4)cc3C(=O)N2C)O1,1,12[16.7 µM],0,4,-3,-1,-1,-1
COc1cccc(-c2csc(NC(=O)Oc3ccccc3)n2)c1,1,x,x,-42,x,-28,2,-2
CCn1c(=O)cc(OCC(=O)Nc2ccccc2C#N)c2ccccc21,-3,-6,-15,0,1,-3,1,x
COc1ccc(NC(=O)Oc2ccccc2)cc1Cl,1,-2,-20,-5,2,24,-17,8
COc1ccc(/C=C2\SC(=S)N(CCC(=O)Nc3cccc(O)c3)C2=O)cc1OC,-1,0,2,-35,5,-17,0,8
COC(=O)C[C@@H]1CC[C@@H]2[C@@H](COc3ccc(NC(=O)c4ccc(OC)cc4)cc3C(=O)N2C)O1,-1,-25[16.7 µM],-9,-92,-7,7,-1,1
CC1CC(C(F)(F)F)n2nc(C(=O)O)cc2N1 (stereo unspecified),1,-5,x,x,x,10,0,x
O=C(C[C@@H]1CC[C@H]2[C@@H](COC[C@@H](O)CN2Cc2ccccc2F)O1)N[C@@H]1CCN(Cc2ccccc2)C1,1,-7[16.7 µM],13,-7,-1,11,2,1
COc1cc(C2c3[nH]c4ccccc4c3C[C@H]3C(=O)N(C4CC4)CC(=O)N23)ccc1OC(C)C (stereo partly specified),1,3,-4,13,9,-10,1,3
O=C(CCN1CCCCC1)NCC[C@H]1CC[C@@H](NS(=O)(=O)c2cccc(Cl)c2)[C@@H](CO)O1,1,x,-7,1,2,24,0,0

# (next part)
SMILES,CASP6 VEID inh,miR122 inh,PAX8 inh HTS,EWS-Fli block,FN deposit inh,LGR2 antag,Cneo AK release,PGC1a acetyl inh
O=Cc1cccc(Oc2ccc([N+](=O)[O-])cc2[N+](=O)[O-])c1,12,x,21,5,x,11,x,6
COC(=O)C1=Cc2cc(OC)cc([N+](=O)[O-])c2OC1N1CCOCC1 (stereo unspecified),5,-3,22,-3,-6,5,-1,25
C[C@@H]1CN([C@@H](C)CO)C(=O)c2cc(NC(=O)CCN3CCOCC3)ccc2O[C@H]1CN(C)Cc1ccncc1,-2,-1[16.7 µM],-1,x,x,4,-2,-1
c1ccc(Nc2scc(-c3ccccc3)[n+]2Cc2ccco2)cc1,-2,x,-280,-82,2,-84,x,x
CCOC(CC(=O)NNC(=O)c1c(-c2c(Cl)cccc2Cl)noc1C)OCC,-3,-3,6,2,-13,5,-1,11
Cc1ccccc1CN1[C@@H](C)[C@H](c2ccccc2)Oc2cccc(N3CCCC3)c2S1(=O)=O,-2,x,14,17,-5,-2,x,x
C[C@H]1CN([C@@H](C)CO)C(=O)c2ccccc2-c2ccccc2CO[C@@H]1CN(C)Cc1cccc(C(=O)O)c1,3,x,-12,-1,3,6,-1,6
Cc1cc(Nc2cccc(Cl)c2)n2ncnc2n1,0,1,-4,8,1,-15,-1,x
Nn1c(-c2ccccc2)cc(-c2ccccc2)cc1=O,-1,4,4,6,-10,-5,-1,-3
NC1=NC(=O)C(Cc2cccc(Cl)c2)S1 (stereo unspecified),x,-5,15,x,x,-1,2,-1
O=C(CSc1ccc(-c2ccccn2)nn1)N1CCCC1,1,x,-19,-17,1,-17,x,-17
Cc1ccc(C(=O)CN(CCCC(N)=O)C(=O)c2ccncc2)cc1,-1,-2,-4,-11,-9,-4,0,9
COc1ccc(CCNC(=O)c2c(Cl)ccc(Cl)c2OC)cc1OC,-4,x,-18,2,1,7,1,x
O=C(C[C@H]1CC[C@@H]2[C@H](COC[C@H](O)CN2C(=O)c2ccc3c(c2)OCO3)O1)NC1CCC1,1,13[16.7 µM],-17,15,-1,-5,-3,1
C[C@H](CO)N1C[C@H](C)[C@@H](CN(C)Cc2ccc(Cl)c(Cl)c2)Oc2c(NC(=O)CCC(F)(F)F)cccc2C1=O,-1,49,-2,12,-7,19,0,-2
CCCNC(=O)[C@H](Cc1c[nH]c2ccccc12)NC(=O)c1ccccc1Cl,x,9,-27,x,4,10,x,x
Cc1coc2c(C)c3oc(=O)c(CC(=O)N[C@@H](CC(C)C)C(=O)O)c(C)c3cc12,7,-8,-25,2,-5,0,0,5
CO[C@H]1CN(C)C(=O)c2cc(NC(=O)NC(C)C)ccc2OC[C@@H](C)N(C(=O)CC2CC2)C[C@H]1C,1,-10[16.7 µM],x,1,1,13,0,1
CCCNC(=O)[C@@H]1[C@@H](CO)[C@@H]2Cn3c(ccc(-c4ccc(F)cc4)c3=O)[C@H]1N2Cc1ccccc1F,0,-2[16.7 µM],x,-1,x,-1,-3,x
COC(=O)CSc1nc(Cc2ccccc2)nc2ccccc12,x,x,-6,3,-9,7,x,x
COc1ccccc1CCc1nnc(CCC(=O)NCCOc2cccnc2)o1,-2,2,5,-10,-1,0,-4,-41
Cc1ccc(S(=O)(=O)N(C)C[C@@H]2OCCCC[C@@H](C)Oc3ccc(NC(=O)Nc4ccccc4)cc3C(=O)N([C@@H](C)CO)C[C@@H]2C)cc1,2,-4[16.7 µM],x,6,-7,1,1,-3
C=CCn1c(SCC(=O)Nc2ccc(Br)cc2)nc(O)cc1=O,9,-1,-13,0,-8,x,-1,12
Cc1noc(C)c1NC(=O)Nc1ccc2c(c1)C(=O)N([C@@H](C)CO)C[C@H](C)[C@H](CN(C)C(=O)Nc1ccc3c(c1)OCO3)OCCCC[C@H](C)O2,1,-4[16.7 µM],x,-7,1,-11,-1,0
CCn1c(SCC(=O)NNC(=O)c2ccccc2)nnc1-c1ccncc1,0,-7,11,x,-10,-3,2,3

# Reprinted from the part before: 2 compounds, followed by the next part.
SMILES,CASP6 VEID inh,miR122 inh,PAX8 inh HTS,EWS-Fli block,FN deposit inh,LGR2 antag,Cneo AK release,PGC1a acetyl inh
Cc1noc(C)c1NC(=O)Nc1ccc2c(c1)C(=O)N([C@@H](C)CO)C[C@H](C)[C@H](CN(C)C(=O)Nc1ccc3c(c1)OCO3)OCCCC[C@H](C)O2,1,-4[16.7 µM],x,-7,1,-11,-1,0
CCn1c(SCC(=O)NNC(=O)c2ccccc2)nnc1-c1ccncc1,0,-7,11,x,-10,-3,2,3
CN1C(=O)c2cc(NC(=O)C3CCCC3)ccc2OC[C@@H]2O[C@@H](CC(=O)Nc3ccccc3)CC[C@H]21,1,-4[16.7 µM],22,-2,-11,-1,3,6
Cc1ccc(NC2c3ncccc3C(=O)N2Cc2ccc(F)cc2)cc1 (stereo unspecified),11,-2,x,-7,x,-5,0,-14
CC(C)(C)OC(=O)NCCCC[C@H](NC(=O)c1nc[nH]c1C(=O)N1CCN(c2ccccc2)CC1)C(=O)OC(C)(C)C,1,1,6,3,-9,3,4,-2
CCOC(=O)C1=C(C)Nc2nc(C)nn2C1c1ccc(OC)c(OC)c1 (stereo unspecified),-1,-7,3,2,3,-3,0,-1
Cc1ccc(C(CNC(=O)c2ccc(Br)o2)N2CCN(C)CC2)cc1 (stereo unspecified),0,x,6,0,3,-1,0,x
O=C(O)CN1C(=O)/C(=C\c2cccc(OCc3ccc(F)cc3)c2)SC1=S,x,-4,-11,-12,-10,-3,-7,-15
CC1CN(S(=O)(=O)c2cccc(C(=O)N(C)C3CCCCC3)c2)CC(C)O1 (stereo unspecified),2,-3,-12,16,-8,x,2,5
CC1(C)CC(=O)C=C(c2n[nH]nc2-c2ccccc2)C1,0,-1,2,-1,3,37,x,-15
CCOC(=O)C1CCN(C(=O)CCc2c(C)nc3ncnn3c2C)CC1,x,-7,-7,x,3,x,0,9
CCN(CC(=O)Nc1ccc2c(c1)OCCO2)C(=O)C(C)Oc1ccc(F)cc1 (stereo unspecified),-174,-6,3,-13,4,-15,1,1
CC(=O)Nc1ccc(S(=O)(=O)N(C)CC(=O)NC2CCCCCCC2)cc1,-1,-10,-12,3,1,1,-1,x
CCOc1ccc(C2NC(=O)c3ccccc3O2)cc1OCC (stereo unspecified),-1,-1,-42,-5,3,-13,-2,0
COc1ccc(CNC(=O)CCNS(=O)(=O)c2ccc(Cl)cc2)cc1,2,-5,13,-7,11,17,1,2
CCN(CC)C(=O)C1=C(C)N(CCCN2CCCC2=O)C(=O)C(CC(=O)NCCCCc2ccccc2)C1 (stereo unspecified),-1,0,-2,6,-4,18,-5,1
